Bioassay records (PubChem)
EPAC2 agonist: qHTS for Agonist of cAMP-regulated guanine nucleotide exchange factor 4 (EPAC2): primary screen | EPAC2 activation, biochemical qHTS; response scale: 100% = 6.5 mM cAMP response | Potency, µM (highest dose often 154 µM), for the others: at the highest dose activation, actives largely listed as activators | 0.079% of 360,000 active | AID 720711, 2013; further: potency means the concentration at half of the fitted maximal effect; nearly all actives have a fitted effect of over 50% in size
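Each well held 100 nM EPAC2, 250 nM RAP1B-BODIPY-GDP and 50 uM GDP. Fluorescence, read at 5-min intervals to 30 min, was referenced to a 6.5 mM cAMP positive control.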
EPAC1 antagonist: qHTS for Antagonist of cAMP-regulated guanine nucleotide exchange factor 3 (EPAC1): primary screen; Potency, µM (top dose mostly 115 µM), without a hit: top-dose activity change, negative = inhibition, hits mostly inhibitors; Rap guanine nucleotide exchange factor 3 (Homo sapiens), O95398; 0.14% of 360,000 active; EPAC1 GEF assay, Rap1b-BODIPY-GDP exchange fluorescence;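 further: potency means the concentration at half of the fitted maximal effect; plate controls were vehicle for no effect and positive control for full effect; nearly all actives have a fitted effect of over 50% in size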
WRN helicase inh: qHTS for Inhibitors of WRN Helicase. Bifunctional 3'-5' exonuclease/ATP-dependent helicase WRN (Homo sapiens), Q14191. WRN helicase unwinding, fluorescent forked duplex, kinetic. Potency, µM (series often up to 114 µM), for inactives: at the top dose activity change, negative = inhibition, actives largely listed as inhibitors. 0.46% of 360,000 active. AID 651768, 2012; further: potency means the concentration at half of the fitted maximal effect; on the % scale 0 is the no-effect control and ±100 the full control effect; nearly all actives have a fitted effect of over 55% in size
Target sequence (Q14191 whole entry, looked up): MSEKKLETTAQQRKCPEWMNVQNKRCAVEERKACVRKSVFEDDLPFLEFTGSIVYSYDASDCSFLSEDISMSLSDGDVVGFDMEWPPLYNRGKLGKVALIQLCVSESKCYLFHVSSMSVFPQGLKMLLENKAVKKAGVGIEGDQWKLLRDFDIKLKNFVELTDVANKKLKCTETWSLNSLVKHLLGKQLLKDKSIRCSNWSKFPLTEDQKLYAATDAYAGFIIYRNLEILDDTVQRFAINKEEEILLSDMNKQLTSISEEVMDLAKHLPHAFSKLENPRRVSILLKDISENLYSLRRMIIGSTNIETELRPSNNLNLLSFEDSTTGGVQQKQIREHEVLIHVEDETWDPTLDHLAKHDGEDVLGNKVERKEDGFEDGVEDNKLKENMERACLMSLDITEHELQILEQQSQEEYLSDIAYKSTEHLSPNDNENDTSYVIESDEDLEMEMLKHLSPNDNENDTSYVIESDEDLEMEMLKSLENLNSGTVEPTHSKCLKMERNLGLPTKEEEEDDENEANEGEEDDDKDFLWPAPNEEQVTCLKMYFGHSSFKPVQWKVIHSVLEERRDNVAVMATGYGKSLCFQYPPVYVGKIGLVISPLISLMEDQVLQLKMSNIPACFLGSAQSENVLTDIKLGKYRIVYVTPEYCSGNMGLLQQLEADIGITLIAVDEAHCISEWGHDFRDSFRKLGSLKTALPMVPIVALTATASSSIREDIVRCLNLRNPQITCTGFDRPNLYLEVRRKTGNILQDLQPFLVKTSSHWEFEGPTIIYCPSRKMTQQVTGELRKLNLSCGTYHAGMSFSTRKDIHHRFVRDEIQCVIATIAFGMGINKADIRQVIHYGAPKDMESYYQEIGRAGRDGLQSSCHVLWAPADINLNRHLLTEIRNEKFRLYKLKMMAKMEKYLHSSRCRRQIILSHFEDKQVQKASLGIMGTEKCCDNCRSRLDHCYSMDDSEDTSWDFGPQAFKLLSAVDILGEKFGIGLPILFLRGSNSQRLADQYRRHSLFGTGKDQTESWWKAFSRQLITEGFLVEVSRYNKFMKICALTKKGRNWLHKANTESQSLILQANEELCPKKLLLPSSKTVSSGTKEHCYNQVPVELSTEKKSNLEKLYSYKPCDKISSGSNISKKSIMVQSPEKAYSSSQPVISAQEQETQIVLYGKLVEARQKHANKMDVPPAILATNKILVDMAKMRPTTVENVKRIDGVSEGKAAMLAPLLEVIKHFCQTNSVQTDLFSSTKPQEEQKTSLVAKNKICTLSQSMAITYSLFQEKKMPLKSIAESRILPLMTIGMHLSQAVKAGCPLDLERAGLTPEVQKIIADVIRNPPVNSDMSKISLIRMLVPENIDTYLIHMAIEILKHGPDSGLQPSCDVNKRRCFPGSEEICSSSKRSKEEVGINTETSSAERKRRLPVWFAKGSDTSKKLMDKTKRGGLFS
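WRN at 20 nM final preincubated with compound 15 min at room temperature; reaction started with 100 nM fluorophore/quencher forked duplex oligonucleotide and 2 mM ATP final. Unwinding followed kinetically by red fluorescence (ex 525, em 598 nm).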
PLK1 PBD block: qHTS for Inhibitors of PLK1-PDB (polo-like kinase 1 - polo-box domain): Primary Screen. AID 720504, 2013. Potency, µM, inactives show max response, negative = inhibition, actives largely listed as inhibitors. Plk1 PBD binding of FITC phosphopeptide, fluorescence polarization. Serine/threonine-protein kinase PLK1 (Homo sapiens), P53350. 2.8% of 360,000 active; further: potency means the concentration at half of the fitted maximal effect; series mostly up to about 57 µM; on the % scale 0 is the no-effect control and ±100 the full control effect; nearly all actives have a fitted effect of over 65% in size
EPAC1 agonist: qHTS for Agonist of cAMP-regulated guanine nucleotide exchange factor 3 (EPAC1): primary screen; 0.073% of 360,000 active; AID 720707, 2013; Potency, µM (highest dose often 154 µM), for inactives: at the top dose activation, usual class: activators; EPAC1 agonist qHTS, biochemical assay; response scale: 100% = response to 6.5 mM cAMP; Rap guanine nucleotide exchange factor 3 (Homo sapiens), O95398; further: potency means the concentration at half of the fitted maximal effect; nearly all actives have a fitted effect of over 60% in size
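Nucleotide exchange by EPAC1 (100 nM) on Rap1B–BODIPY-GDP (250 nM) in the presence of 50 uM GDP is tracked fluorescently at 480/540 nm over 30 min. Signals are normalized to a 6.5 mM cAMP control.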
CCT modulator: High-Throughput Screening for Modulators of Cytosolic Chaperonin Activity; 0.3% of 360,000 active; purified chaperonin ATPase assay, HTRF ADP detection, 30 min; activity change, % (no concentration beside the values), hits read low; in the data active means activity change below about -30%; further: on the % scale 0 is the no-effect control and ±100 the full control effect
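Nucleotide hydrolysis assay: TRiC at 20–40 nM final (set by batch activity) with 10 uM ATP, 30 min at 37 °C, in presence of 76 uM compound. Detection by competitive ADP HTRF, 30 min ambient.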
PI5P4Ka inh: qHTS for Inhibitors of phosphatidylinositol 5-phosphate 4-kinase (PI5P4K); PI5P4Kalpha enzyme, ADP-Glo luminescence, 60 min; active compounds read low; max response, %; 1.2% of 330,000 active; active means max response of -50% or lower; inconclusive means between -30% and -50%; inactive means -30% or higher; further: value at the top dose of about 77 µM; on the % scale 0 is the no-effect control and ±100 the full control effect
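ADP-Glo luminescence end-point after a 60 min room-temperature kinase reaction. PI5P4Kalpha and substrate in HEPES pH 7.4 buffer with EGTA, 0.1% CHAPS and 5% DMSO; ATP at 5 microM final.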
IL2 activator: qHTS of IL-2 Activators; IL-2 activation reporter assay, cell-based qHTS; stimulated with anti-CD3/CD4/CD28 beads; in transgenic mouse T cells; activation, % (series mostly up to about 46 µM); 0.065% of 360,000 active; in the data active means activation above about 50%; inconclusive means mostly about 30% to 49%; further: 0% is about no effect
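Unstimulated transgenic mouse T cells; 60-min compound exposure; bead-based TCR/CD4/CD28 stimulation; 18 h culture, 37 degrees C; dual fluorescence (EGFP, DsRed) plate cytometry.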
Numbers without * were called inactive; ? = inconclusive; / = no result given; [ ] = dose if it differs, or a comment. Unless noted, the call rests on the fitted dose curve; in most records, active means well fitted curve in the direction sought with a large enough effect; inconclusive means small, poorly fitted or top-dose-only effect, or another doubt; inactive means no such curve, though single readings can be large; an effect the other way counts as inactive or inconclusive. An excerpt, so the mix of outcomes need not match the whole.

SMILES	EPAC2 agonist	EPAC1 antagonist	WRN helicase inh	PLK1 PBD block	EPAC1 agonist	CCT modulator	PI5P4Ka inh	IL2 activator
COC(=O)Cn1c2ccccc2c2nc3ccccc3nc21	3%	12%	-6%	-6%	-1%	-0.9	8	0.9
CN1CCN(CCNC(=O)c2cn(Cc3ccccc3F)nn2)CC1	0%	1%	4%	-3%	2%	0.1	0	-1.5
COC(=O)CCN(C(=O)c1ccc(N2CCCC2)c([N+](=O)[O-])c1)c1ccccn1	4%	-16%	4%	-16%	-2%	-2.4	-2	-1.0
COCCCN1C(=O)c2ccc(C(=O)N3CCN(c4ccc(OC)cc4)CC3)cc2C1=O	-1%	-9%	-1%	-2%	-13%	-1.5	-1	-1.8
CC(=O)Nc1ccc(CN2CCN(CC=C(C)C)C(CCO)C2)cc1 (centres undefined)	7%	13%	-2%	8%	9%	-0.5	5	-0.7
CCCSCCCNC(=O)c1cc2c(s1)CS(=O)(=O)C2	0%	19%	-15%	-23%	1%	3.5	/	-1.6
COc1ccc(OC)c(CNn2c(-c3ccccc3F)nc3ccccc3c2=O)c1	?	-14%	-4%	-27%	18%	-2.5	1	-3.3
Cc1cnc(C(=O)N2CCCC(N3CCN(c4cccc(C(F)(F)F)c4)CC3)C2)cn1 (centres undefined)	-3%	-20%	1%	1%	-20%	0.1	1	-1.8
Nc1cc(Cl)ccc1N1CCCCC1	3%	-6%	-4%	-2%	10%	1.9	1	3.4
Clc1ccc(NCc2cccnc2)cc1	13%	-8%	6%	-4%	13%	-0.6	3	-3.6
Cn1c(CCN2CCOCC2)nc2cc(NC(=O)COc3ccc([N+](=O)[O-])cc3)ccc21	5%	-13%	-1%	-1%	-7%	0.1	0	-2.3
O=C(NCCCCc1ccccc1)c1cccc(Br)c1	12%	5%	-23%	-5%	10%	-0.2	12	0.1
COc1ccc2[nH]cc(S(=O)(=O)c3ccc(F)cc3)c(=O)c2c1	14%	-10%	3%	-22%	-6%	-2.1	1	-2.9
COc1ccc(Cl)cc1NC(=S)N1CCCCCC1	-3%	-1%	0%	-17%	-2%	-1.9	4	1.6
O=C1NC2(CCCCCC2)C(=O)N1Cc1ccccc1Cl	-1%	15%	0%	-3%	-8%	-1.3	1	1.2
O=C(NCCN1CCC(n2c(=O)[nH]c3ccccc32)CC1)c1ccccc1C(F)(F)F	9%	-14%	-1%	-5%	-3%	-1.1	-1	0.9
CCn1c(SCC(=O)Nc2ccccc2)nnc1-c1cccs1	8%	-5%	11%	-11%	4%	-2.0	0	-1.3
COc1ccc(OC)c(NC(=S)NCc2ccc(S(N)(=O)=O)cc2)c1	-1%	-9%	1%	?	-5%	-1.6	1	-0.3
COc1ccc(CC(=O)Nc2cccc(-c3ccc4nncn4n3)c2)cc1OC	-2%	-5%	0%	0%	1%	0.6	5	-2.6
COc1ccc(NC(=O)c2ccccc2NC(=O)c2cccs2)cc1	8%	-4%	-8%	-5%	-1%	1.0	10	-0.4

A second format for some results above:
Molecule: Nc1cc(Cl)ccc1N1CCCCC1
  EPAC2 agonist = 3% | EPAC1 antagonist = -6% | WRN helicase inh = -4% | PLK1 PBD block = -2% | EPAC1 agonist = 10% | CCT modulator = 1.9 | PI5P4Ka inh = 1 | IL2 activator = 3.4
Molecule: O=C(NCCN1CCC(n2c(=O)[nH]c3ccccc32)CC1)c1ccccc1C(F)(F)F
  EPAC2 agonist = 9% | EPAC1 antagonist = -14% | WRN helicase inh = -1% | PLK1 PBD block = -5% | EPAC1 agonist = -3% | CCT modulator = -1.1 | PI5P4Ka inh = -1 | IL2 activator = 0.9

Full records from above. Values in the order: EPAC2 agonist	EPAC1 antagonist	WRN helicase inh	PLK1 PBD block	EPAC1 agonist	CCT modulator	PI5P4Ka inh	IL2 activator
Shown for CN1CCN(CCNC(=O)c2cn(Cc3ccccc3F)nn2)CC1 → 0%	1%	4%	-3%	2%	0.1	0	-1.5
Shown for COC(=O)CCN(C(=O)c1ccc(N2CCCC2)c([N+](=O)[O-])c1)c1ccccn1 → 4%	-16%	4%	-16%	-2%	-2.4	-2	-1.0
Shown for CC(=O)Nc1ccc(CN2CCN(CC=C(C)C)C(CCO)C2)cc1 (centres undefined) → 7%	13%	-2%	8%	9%	-0.5	5	-0.7

Later entries:
SMILES	EPAC2 agonist	EPAC1 antagonist	WRN helicase inh	PLK1 PBD block	EPAC1 agonist	CCT modulator	PI5P4Ka inh	IL2 activator
COC(=O)C(NS(=O)(=O)c1ccc(F)cc1)c1ccccc1 (centres undefined)	6%	0%	2%	-19%	0%	0.6	-2	0.2
COc1ccc(N2CCN(CC(=O)Nc3ccc(C)cc3)CC2)cc1	4%	-12%	-1%	2%	-9%	-4.0	-5	-1.8
O=C(NCCCO)NC12CC3CC(CC(C3)C1)C2	4%	-2%	-1%	-6%	-3%	-2.2	/	0.7
COc1cc2[nH]c(=S)n(Cc3ccccc3)c(=O)c2cc1OC	-6%	?	-14%	-24%	-5%	-10	-1	0.6
Cc1ccc(C(=O)CSc2nc3ccccc3c(=O)n2N)o1	7%	-3%	-1%	-23%	2%	-0.7	/	-0.6
CCOc1ccccc1N(C(=O)c1snc(C(N)=O)c1N)C(C(=O)NCCC(C)C)c1ccco1 (centres undefined)	-6%	-28%	-15%	-2%	1%	0.3	-4	1.2
CC(=O)/C(N=Nc1ccc(SC(F)F)cc1)=C(\C)O	-5%	1%	-8%	-21%	-4%	-3.6	0	0.1
Cc1ccc(C)n1-c1ccc(NC(=O)c2ccccc2)cc1	20%	11%	2%	-9%	5%	-2.1	-2	-3.0
CC1CCN(C(=O)CSc2nc(N)c3c4c(sc3n2)CN(C)CC4)CC1	15%	6%	-8%	-12%	0%	1.0	4	0.9
C[C@H]([C@@H](N)C(=O)N[C@@H](C(=O)O)[C@@H]1O[C@H](n2ccc(=O)[nH]c2=O)[C@@H](O)[C@H]1O)[C@@H](O)c1ccc(O)cn1	1%	-1%	4%	-7%	6%	1.2	0	-0.4
CSc1nc2ccc(NS(=O)(=O)c3c(Cl)cccc3Cl)cc2s1	29%	?	-3%	-12%	4%	-1.0	5	-1.9
O=c1c(Cc2c(F)cccc2Cl)c(O)ccn1CCc1c[nH]c2ccccc12	12%	-3%	10%	-3%	-1%	-2.8	-2	-0.2
O=C(Nc1cccc(OC(F)(F)F)c1)c1cccc2c(-c3cccnc3)coc12	0%	-24%	-12%	-2%	-5%	0.2	1	-0.3
COC(=O)C(CCSC)NC(=O)Cn1ncc2c(=O)oc3ccc(C)cc3c21 (centres undefined)	-1%	5%	12%	-12%	-7%	-2.1	0	-0.4
O=C(Nc1cccnc1)Nc1ccc(Cl)cc1Cl	-1%	-7%	2%	-3%	-2%	-3.3	2	0.3
CC(C)(C)C1CCC(=O)N2CCC[C@]2(c2ccccc2)C1 (some centres undefined)	-1%	-19%	3%	-9%	1%	1.0	0	3.7
COc1ccccc1NC(=O)Cc1cccs1	8%	0%	-6%	-12%	2%	0.0	-16	1.2
COc1ccccc1C(=O)Nc1ccnn1C1CCN(CCCc2ccccc2)CC1	1%	2%	-6%[57.1 µM]	-15%	10%	-2.8	4	4.7
COc1cc2c(cc1Cl)/C(=C\CCN(C)C)c1ccccc1S2	-5%	-9%	12%	-27%	0%	0.4	-9	-4.3
Cc1ccc2nc(NC(=O)CSc3nc(=O)n(CCCN(C)C)c4c3CCC4)sc2c1	?	-6%	?	-4%	11%	-3.7	-8	-1.0

Ordered by count of non-hydrogen atoms (ascending): 3 of the compounds above.
SMILES	EPAC2 agonist	EPAC1 antagonist	WRN helicase inh	PLK1 PBD block	EPAC1 agonist	CCT modulator	PI5P4Ka inh	IL2 activator
COC(=O)C(NS(=O)(=O)c1ccc(F)cc1)c1ccccc1 (centres undefined)	6%	0%	2%	-19%	0%	0.6	-2	0.2
CC1CCN(C(=O)CSc2nc(N)c3c4c(sc3n2)CN(C)CC4)CC1	15%	6%	-8%	-12%	0%	1.0	4	0.9
COc1ccc(OC)c(CNn2c(-c3ccccc3F)nc3ccccc3c2=O)c1	?	-14%	-4%	-27%	18%	-2.5	1	-3.3

Additional results follow.
SMILES	EPAC2 agonist	EPAC1 antagonist	WRN helicase inh	PLK1 PBD block	EPAC1 agonist	CCT modulator	PI5P4Ka inh	IL2 activator
CCOc1cc(/C=N/n2cnnc2)ccc1OC(=O)c1cccc([N+](=O)[O-])c1	3%	-21%	1%	-12%	0%	-4.3	2	0.1
O=P1(O)C=C(c2ccccc2)OC(c2ccccc2)=C1	-1%	-3%	5%	-5%	4%	-0.4	2	-2.0
CCOC(=O)COc1ccc(C(=O)Nc2cccc(Cl)c2C)cc1	-2%	-14%	-4%	-20%	3%	0.7	1	0.3
CS(=O)(=O)N1CCN(c2ccccc2NC(=O)CSc2nnc(-c3ccco3)o2)CC1	-2%	-13%	2%	-1%	-13%	1.5	-3	0.2
CCCc1nnc(NC(=O)CCC(=O)N2CCN(Cc3ccc(C)cc3C)CC2)s1	8%	-25%	-4%	-9%	-3%	-3.9	0	-2.5
CCOC(=O)/C(=C\c1ccc([N+](=O)[O-])o1)NC(=O)c1ccccc1	-1%	3%	-7%	-1%	0%	1.3	/	3.7
Cc1ccc(S(=O)(=O)N2Cc3ccccc3CC2C(=O)Nn2cnnc2)cc1 (centres undefined)	3%	8%	-2%	-4%	-1%	-1.2	/	-1.1
O=C(Nc1ccc(-c2nc3ccccc3o2)cc1)c1cccnc1	2%	-3%	4%	-2%	4%	-0.1	-7	0.6
CC(C(=O)N1CCc2ccccc21)N1CCN(S(=O)(=O)c2cccc(C(F)(F)F)c2)CC1 (centres undefined)	-1%	-15%	-11%	0%	1%	-1.0	7	0.8
COc1cccc(C=O)c1OCCCOc1cccc2cccnc12	-3%	-4%	5%	-5%	-6%	-1.1	2	0.4
CC(=O)N1CCN(CC(=O)Nc2ccc(SC(F)F)cc2)CC1	15%	-12%	-6%	1%	4%	2.0	-7	-1.1
CCC(C)c1ccccc1N1CC(C(=O)Nc2cccc(S(=O)(=O)N3CCOCC3)c2)CC1=O (centres undefined)	1%	-3%	-4%	-4%	24%	0.8	-1	0.1
